# esBAF inh: Bmi1 luciferase reporter increase in mESCs, primary screen, esBAF inhibitor project, mouse ES cells, Bmi1 luciferase knock-in, single point | 24 h; 100% = twice the neutral-well signal | reporter increase, % at 12.5 µM | 350,000 tested, 2% active; in the data active means activation above about 40%;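 further: 0% = median of the plate's neutral control wells and 100% = double that signal; a rise in the Bmi1 reporter signal indicates esBAF inhibition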
# RAD54 inh: inhibitors of human RAD54 branch migration, primary screen, biochemical, fluorescence, single point | DNA repair and recombination protein RAD54-like (Homo sapiens), Q92698 | RAD54 Holliday junction branch migration, FAM/BHQ fluorescence | inhibition, % at 10.4 µM | 360,000 tested, 0.14% active;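 active means mean normalized replicate activity at least 40 and at least half of replicates scoring 40 or more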;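 further: 0% = median of neutral control wells and 100% = median of positive control wells; inhibitors cause a drop in the FAM fluorescence signal; in these data hits start at about 50%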
# Target sequence (Q92698 whole entry, looked up): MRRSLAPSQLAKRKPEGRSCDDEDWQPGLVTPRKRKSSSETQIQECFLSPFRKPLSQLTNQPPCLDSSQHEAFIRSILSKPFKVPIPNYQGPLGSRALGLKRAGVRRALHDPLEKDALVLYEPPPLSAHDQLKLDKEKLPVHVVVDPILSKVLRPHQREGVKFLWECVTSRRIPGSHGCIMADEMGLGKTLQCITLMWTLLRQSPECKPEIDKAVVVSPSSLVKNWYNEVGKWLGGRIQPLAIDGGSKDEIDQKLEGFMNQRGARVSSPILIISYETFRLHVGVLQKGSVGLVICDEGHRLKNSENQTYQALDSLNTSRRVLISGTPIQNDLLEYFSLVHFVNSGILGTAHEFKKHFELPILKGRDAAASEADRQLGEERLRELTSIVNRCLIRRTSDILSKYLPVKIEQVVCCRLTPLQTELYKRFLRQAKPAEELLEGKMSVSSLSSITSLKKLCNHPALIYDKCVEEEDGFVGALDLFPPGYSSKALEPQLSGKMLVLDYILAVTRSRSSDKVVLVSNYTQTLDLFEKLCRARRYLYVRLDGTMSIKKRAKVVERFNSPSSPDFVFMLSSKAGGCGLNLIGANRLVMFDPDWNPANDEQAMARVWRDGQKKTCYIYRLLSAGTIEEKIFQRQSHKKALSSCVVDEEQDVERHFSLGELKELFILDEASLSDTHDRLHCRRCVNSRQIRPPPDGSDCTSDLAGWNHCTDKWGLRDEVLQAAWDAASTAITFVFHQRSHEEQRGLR
# FN deposition inh: inhibitors of fibronectin matrix deposition, primary screen, AH1F cells, Alexa488-fibronectin fluorescence, plate reader | AH1F fibroblasts, overnight | 350,000 tested, 0.086% active | inhibition, % at 12.6 µM;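 active means mean inhibition across replicates of 30% or more, regardless of how many single replicates reach that level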;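 further: positive control wells lacked labelled fibronectin entirely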
#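 Assay system: AH1F fibroblasts assembling fluorescent fibronectin matrix; Amount: 10000 AH1F cells per well; Buffer or medium: DMEM, 2% serum; Probe or stimulus: Alexa488-fibronectin, 24 nM final in well; Doses: single compound dose, delivered by pin transfer; Incubation: 1 h adhesion, overnight exposure; Measured by: fluorescence 485/525 nm; Read-out: fibronectin deposition inhibition.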
# Numbers without * were called inactive. Some of the compounds tested, so the mix of outcomes need not match the whole.
Structure | esBAF inh | RAD54 inh | FN deposition inh
COc1ccc(S(=O)(=O)N2CCC(C)CC2)cc1Br | -8 | 1 | -3
COc1cc(C(=O)Nc2nnc(-c3sccc3C)s2)cc(OC)c1OC | 9 | 10 | 9
CCOCCCNC(=O)N[C@@H](C)C(=O)OC | 3 | -13 | 3
CCCCN(CC)CCNC(=O)CN(C)S(=O)(=O)c1ccc2c(c1)c(=O)n(C)c(=O)n2C | -10 | 11 | -1
CNC(=O)CN(C)S(=O)(=O)c1ccc(F)cc1 | 12 | -3 | 3
O=C(COC(=O)c1ccccc1C(=O)N1CCN(c2ccc(F)cc2)CC1)NCc1ccccc1 | 10 | -5 | 0
O=C(COc1ncnc2c(Cl)cc(Cl)cc12)NC1CCCCCC1 | -3 | 1 | -6
COc1ccc(C2N(S(=O)(=O)c3ccccc3)CCN2S(=O)(=O)c2ccc(C)cc2)cc1 (centres undefined) | -5 | 9 | 5
CC(=C/c1ccccc1)/C=N/NC(=O)c1cnccn1 | 32 | 7 | -2
COc1cccc(=O)c2c(C)n(C)c(C)c12 | 11 | -16 | 2
COc1ccc(NC(=S)Nc2ccc(N)c([N+](=O)[O-])c2)cc1 | 47* | 12 | 0
CCOC(=O)c1c(C)c(C(=O)NCc2cccs2)c(C)n1C | -5 | -2 | -13
O=C(CSc1nnc(-c2ccco2)n1-c1ccccc1)NCc1ccco1 | -4 | -9 | 0
COc1ccc(CNC(=O)Nc2cccc(C)c2)cc1 | 67* | -4 | 5
N#Cc1cc2c(nc1SCc1ccccc1)CCCC2=O | 9 | 8 | -3
O=C1N/C(=C/c2cccn2-c2ccc(F)cc2)C(=O)N1Cc1ccccc1 | -3 | -5 | -11
O=c1[nH][nH]c(C(F)(F)F)c1C=Nc1ccccc1Cl | -3 | -19 | -8
COc1ccc(N2CCN(C(=O)Cc3ncc(C(F)(F)F)cc3Cl)CC2)cc1 | -7 | 3 | -3
CCCn1nc(NC(=O)c2ccccn2)c2cc3cc(C)ccc3nc21 | 12 | 5 | -5
O=C(CSc1nnc(CN2CCCCCC2=O)n1-c1ccccn1)NCC(F)(F)F | -11 | 11 | 6
Cc1cc(C)n2nc(S(=O)(=O)N(C)Cc3ccccc3)nc2n1 | -10 | 13 | 0
CSc1ccc(S(=O)(=O)NC2CCCCC2)cc1 | 6 | -3 | 3
COc1ccc(N2C(=O)c3ccccc3NC23C(=O)N(C)c2ccccc23)cc1 (centres undefined) | 11 | -1 | 3
O=C(CC1CCCCC1)NCC1CCCO1 (centres undefined) | 6 | -9 | -8
Cc1cc(C(F)F)n2ncc(C(=O)NCCc3ccc(Cl)cc3)c2n1 | 3 | 4 | 6
COc1ccc(CC(=O)OC(C)CN2CCCC2)cc1 (centres undefined) | 0 | -9 | 6
Cc1ccccc1C(=O)NC(=S)Nc1sc2c(c1C#N)CCC(C)C2 (centres undefined) | 10 | 15 | -9
O=C(c1nsc(Cl)c1Cl)N1CCCCC1 | -1 | 5 | -5
C/C(=N\NC(=S)NCCc1ccccc1)c1ccc(C#N)cc1 | 6 | 0 | 3
COc1ccc(-c2ccc(OC)cc2)cc1 | 54* | -8 | -1

# Later entries:
Structure | esBAF inh | RAD54 inh | FN deposition inh
Cc1noc(C)c1C(=O)OCC(=O)NCCc1ccc(Cl)cc1 | -5 | 0 | -5
Cc1cc2c(ncn2C(C)C)c(N)c1C | -4 | -12 | -12
Cc1ccc(S(=O)(=O)N2CCCC2c2nc3ccccc3s2)cc1 (centres undefined) | -7 | 2 | -6
CC1Cc2ccccc2N1C(=O)CSc1nnnn1C (centres undefined) | -7 | 1 | -4
O=C(CCN1CCN(Cc2ccccc2)CC1)Nc1ccc(OCc2ccccc2)cc1 | -9 | -8 | -5
CN1CCN(C(=O)CCCOc2ccc(Cl)cc2Cl)CC1 | -1 | 1 | 17
CC1(C)CC(=O)C=C(NCCO)C1 | -7 | 2 | 7
O=C(NCc1ccco1)c1ccc(Oc2ccccc2)cc1 | 34 | -14 | -1
COc1ccc(C(=O)CN2C(=O)NC3(CCCc4ccccc43)C2=O)cc1OC (centres undefined) | 1 | -17 | -2
CCOc1cccc(-c2nnc3sc(-c4cccs4)nn23)c1 | -1 | -4 | -1
Cc1ccc(-n2c(C)nnc2SCC(=O)N2CCc3ccccc3C2)cc1C | 3 | -2 | 13
COc1cc(SC)ccc1C(=O)N1CCCCCC1 | -1 | 15 | -7
CC1(C)CC(=O)C(C(c2cccnc2)C2C(=O)CC(C)(C)CC2=O)C(=O)C1 | -4 | -4 | -4
CC(C)On1c(SC(C)C)nc2ccccc2c1=O | -9 | -8 | -1
COc1ccc(-c2nnc(SCc3nnc(-c4ccccc4)o3)n2-c2ccccc2)cc1 | -5 | -6 | -5
CC1CCN(S(=O)(=O)c2ccc(NC(=O)CN3CCN(C)CC3)cc2)CC1 | 0 | -9 | 12
COc1ccc(Nc2ncc3c(n2)CC(c2ccccc2)CC3=O)cc1 (centres undefined) | -1 | -2 | -1
Cc1ccc2[nH]c(=O)c(CN(Cc3nnnn3C3CCCC3)C3CCCCC3)cc2c1 | -10 | -2 | 6
NC(=O)CSc1nc2sc3c(c2c2ncnn12)CCCC3 | 5 | -3 | 3
Cc1ccc(C(=O)C2CCN(CC(=O)Nc3ccc4c(c3)OCCO4)CC2)cc1 | -49 | -5 | 0
O=C(CSc1nnc(C2CC2)n1Cc1ccccc1)N1CCN(S(=O)(=O)c2ccccc2)CC1 | 1 | -3 | 5
CC1(C)OC(=O)C2(Cc3ccccc3N3CCCCC32)C(=O)O1 (centres undefined) | 3 | -4 | 10
COc1cccc(-c2nnc(-c3ccc(C(F)(F)F)cc3)o2)c1 | 55* | -6 | 0
CCOC(=O)c1ccc(Nc2ccc(-c3ccc(OC)c(OC)c3)nn2)cc1 | -1 | -7 | -8
Cc1ccc(C)c(N=C2CCCN2Cc2ccccc2)c1C#N | -7 | -1 | 1
CCOC(=O)C1=C(c2cccc(F)c2)NC(=S)NC1C (centres undefined) | -5 | -1 | 5
CC(CCO)Nc1nc2c(c(=O)n(C)c(=O)n2C)n1Cc1cccc(Br)c1 (centres undefined) | -5 | -8 | -9
CCCOc1ccccc1N1C(=O)CC(N2CCOCC2)C1=O (centres undefined) | 1 | -3 | 2
Cc1c(Cl)c(C(=O)NC2C3CC4CC(C3)CC2C4)nn1C (centres undefined) | 2 | -2 | -4
COc1cc2c(cc1NC(=O)C(C)N1CCN(S(=O)(=O)c3ccccc3[N+](=O)[O-])CC1)oc1ccccc12 (centres undefined) | 16 | 13 | 5

# Exported with two lines to a compound: two of the compounds above
# The line under a structure holds: esBAF inh | RAD54 inh | FN deposition inh
Cc1ccc2[nH]c(=O)c(CN(Cc3nnnn3C3CCCC3)C3CCCCC3)cc2c1
    -10 | -2 | 6
COc1cccc(-c2nnc(-c3ccc(C(F)(F)F)cc3)o2)c1
    55* | -6 | 0

# Back to the main list, repeating the three entries before the break.
Structure | esBAF inh | RAD54 inh | FN deposition inh
CCCOc1ccccc1N1C(=O)CC(N2CCOCC2)C1=O (centres undefined) | 1 | -3 | 2
Cc1c(Cl)c(C(=O)NC2C3CC4CC(C3)CC2C4)nn1C (centres undefined) | 2 | -2 | -4
COc1cc2c(cc1NC(=O)C(C)N1CCN(S(=O)(=O)c3ccccc3[N+](=O)[O-])CC1)oc1ccccc12 (centres undefined) | 16 | 13 | 5
O=C(CN1CCC(n2nnc3cc(F)ccc32)CC1)Nc1ccc2c(c1)CCC2 | -2 | -6 | -3
CCC(=O)Nc1cccc(NC(=O)c2ccc3c(c2)OCO3)c1 | 11 | -7 | 5
Nc1c(N2CCCCC2)c(=O)[nH]c(=O)n1-c1ccccc1 | -7 | -6 | 5
Cc1cc(C)n(-c2ccc(C(=O)NC3=NCCS3)cc2)n1 | 35 | -14 | -10
CCNC(=O)C/C(C)=N/NC(=O)C12CC3CC(CC(C3)C1)C2 | -17 | -11 | 6
CN(C)Cc1cc(CN(C)C)c(O)c(CCc2ccccc2)n1 | -3 | -19 | -7
N#CC(C(=O)CCN1C(=O)C2CC=CCC2C1=O)c1nc2ccccc2[nH]1 (centres undefined) | 1 | -1 | 4
Cc1cccc(NC(=O)CSc2nnc([C@@H](N)Cc3ccccc3)o2)c1C | 1 | -4 | 4
CC(CCc1ccccc1)NC(=O)C(Cc1ccccc1)NS(=O)(=O)c1cccs1 (centres undefined) | -8 | 16 | 13
COc1ccc(C(=O)Nc2ccc(S(=O)(=O)N3CCCCC3)cc2)cc1OC | 16 | -11 | 4
O=C(CN1CCCCCC1)Nc1cccc2c1OCO2 | -6 | -8 | -1
CC(C)(C)NC(=O)CN(Cc1cccs1)C(=O)CNS(=O)(=O)c1ccccc1 | 1 | 6 | -8
CCSc1cc(C2C(C#N)=C(N)OC(C)=C2C(=O)OC)c(C)o1 (centres undefined) | 0 | -3 | 4
O=c1c2ccc(Cl)cc2[nH]c(=S)n1Cc1cccnc1 | 6 | 5 | -1
Cc1cccc(OCC(O)CN2C(C)(C)CC(O)CC2(C)C)c1 (centres undefined) | 2 | -12 | -5
Cc1ccc(-c2noc(CCCN3C(=O)c4ccccc4C3=O)n2)cc1 | -3 | 7 | 10
Cn1c(=O)cc(OCC(=O)Nc2ccccn2)c2ccccc21 | -9 | -1 | -1
CCn1c(NCc2cc(OC)ccc2OC)nc2ccccc21 | 13 | -4 | -6
Clc1cccc(Nc2c3c(nc4ncnn24)CCC3)c1 | 2 | 17 | -5
CCN(CCCNC(=O)CCn1c(=O)[nH]c2ccccc2c1=O)c1ccccc1 | -3 | 6 | -7
O=C(NC1CCCCC1)C1CCN(c2nnnn2-c2ccccc2)CC1 | 0 | 7 | 4
CCOC(=O)C1CCCN(C2CC(=O)N(c3cccc(C(F)(F)F)c3)C2=O)C1 (centres undefined) | 0 | 2 | -13
O=C(Nc1ccc(Cl)cc1)N1CCC(c2nc(-c3cccs3)no2)CC1 | -5 | -1 | -1
O=C(c1ccc(F)cc1)C1CCN(C(=O)N2CCOCC2)CC1 | -4 | 7 | 12
COc1ccc(-c2ccc(SCC(=O)NCc3ccco3)nn2)cc1 | 26 | -7 | -4
CCCn1nc([N+](=O)[O-])c(C(C#N)c2nc3ccccc3s2)c(Cl)c1=O (centres undefined) | -32 | -5 | 7
O=C1CC(c2cccc([N+](=O)[O-])c2)c2ccc3ccccc3c2N1 (centres undefined) | 11 | 3 | 6
CCCCCCCCC/C(=N\O)c1ccccn1 | 0 | -17 | 2
O=C(NCCc1ccccc1F)C(=O)Nc1nccs1 | 29 | 1 | -14
O=C(Nc1cccc(Cl)c1Cl)c1ccncc1 | 8 | -2 | -12

# (listing goes on)
canonical_smiles	esBAF inh	RAD54 inh	FN deposition inh
CC1=Nc2ccccc2/C1=C/c1sc(=O)n(CC(=O)N2CCCC2)c1O	8	2	1
COc1ccc2c(=O)cc(-c3ccccc3)n(C)c2c1	-1	1	3
Cn1nnnc1SCC(=O)Nc1cc(C(C)(C)C)nn1-c1ccccc1	-7	8	7
O=C1c2ccccc2C(=O)N1CC1c2ccccc2CCN1C(=O)C1CCCCC1 (centres undefined)	-8	-8	-1
CCOC(=O)c1cccc(NC(=O)COc2ccc([N+](=O)[O-])cc2)c1	-5	8	-5
CCCCn1c(SCC(=O)Nc2nnc(C(C)C)s2)nc2c1c(=O)n(C)c(=O)n2C	-20	6	-6
CCOC(=O)C(C)Sc1cc(CS(=O)(=O)c2ccccc2)nc(-c2ccccc2)n1 (centres undefined)	-7	-1	-2
O=C(NCc1ccc2c(c1)OCO2)C12CC3CC(CC(C3)C1)C2	15	6	3
Cc1cc(NC(=O)c2ccc(N3C(=O)CCC3=O)cc2)no1	11	-6	2
OCCN1CCN(CCSc2ccccc2)CC1	1	-2	-29
Cc1cc2oc(=O)cc(CN3CCN(S(=O)(=O)c4ccc5c(c4)OCCO5)CC3)c2cc1C	7	-2	-3
CCOC(=O)c1c(NC(=O)CSc2nnc(CN3CCOCC3)n2C)sc2c1CCCC2	-10	3	2

# Remaining list, next part.
canonical_smiles	esBAF inh	RAD54 inh	FN deposition inh
CCOC(=O)CSc1nc2ccccc2c(=O)n1CCN1CCOCC1	2	-26	15
O=C(O)CONC(=O)c1cc(OCC(F)(F)F)ccc1OCC(F)(F)F	-6	-1	-4
N#C/C(=N\Nc1cccc(Cl)c1)C(=O)c1ccccc1	-22	-1	2
O=C(CSc1nc2c(cnn2-c2ccc(F)cc2)c(=O)[nH]1)N1CCCc2ccccc21	-1	-18	0
CCCc1nc2oc3c(NCc4ccccn4)ncnc3c2c2c1COC(C)(C)C2	-6	-16	7
OC(CNCc1ccc(F)cc1)(c1ccccc1)c1ccc(F)cc1 (centres undefined)	2	-7	-11
CC1CC(=O)c2cnc(N3CCOCC3)nc2C1 (centres undefined)	9	16	-1
CC1(C)CC(=O)C=C(NCCN2CCN(C(=O)Nc3ccccc3)CC2)C1	-5	0	0
CC(=O)c1ccc(NC(=O)C2CCC(C)(C(=O)O)C2(C)C)cc1 (centres undefined)	5	-3	-2
CCOc1ccc(OCCSc2nnnn2-c2ccccc2)cc1	-1	-10	-3
CC(=O)Nc1nonc1NC(=O)c1ccc(F)cc1	5	-18	5
O=C(CCc1ccc(S(=O)(=O)NCCc2ccccc2)cc1)NCc1ccc2c(c1)OCO2	4	1	-11
CC(C)OC(=O)c1sc2nc3c(cc2c1N)C(=O)CCC3	23	-5	15
CCc1ccc(-c2ccc(C(=O)C(F)(F)F)[nH]2)cc1	0	9	-23
Cc1cc(=O)[nH]c(SCCCOc2ccccc2Cl)n1	8	3	-2
